sdo1 growth: restores growth of sdo1-depleted yeast; S. cerevisiae sdo1-depleted JHY4D growth rescue, OD600 30 h; hits give high values; pdr5 snq2 efflux-pump mutant strain; z-score at 10 µM; hit rate 0.21% among 140,000;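 active = z-score above 3 at both the 24 hr and the 30 hr optical density reads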;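 also: z-score against mean and SD of all compound wells on the same plate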
Insulin prom inh: TRM-6 insulin promoter activity inhibition. TRM-6 cells (human fetal islet line), insulin promoter-eGFP reporter, imaging; reporter expression induced with tamoxifen. inhibition, % at 2 µM. hit rate 0.9% among 130,000. AID 1273;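 active = inhibition above the mean plus 3 SD, with well images judged a real hit on visual review, cut at about 60% in these data, passing the limit was not always enough; inconclusive = inhibition over the cutoff but images rejected on review; inactive = inhibition not above the cutoff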
sdo1 growth Rescue 24 h: second read-out of sdo1 growth, no call of its own (marks repeat the call); z-score; S. cerevisiae sdo1-depleted JHY4D growth rescue, OD600; measured here: growth rescue at 24 h;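 0 is the plate mean of compound wells and units are plate SD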
Active calls of the source: *; ? = inconclusive; . = not tested or not shown; [ ] = remark or other dose.

SMILES	sdo1 growth	sdo1 growth Rescue 24 h	Insulin prom inh
Cc1c(NC(=O)c2ccccc2)cccc1[N+](=O)[O-]	0.96	0.35	.
Cc1ccc(Cl)cc1NC(=O)c1cnn2c1NC(c1ccco1)CC2C(F)(F)F (stereo not drawn)	-2.17	-1.35	-33.3
CC(=O)Nc1ccc(OCC(O)Cn2ccnc2)cc1 (stereo not drawn)	.	.	0.0
Cc1cccc(N2C(=O)CCC2=O)n1	1.78	0.88	33.3
Cc1cc(C)n(CC(=O)N/N=C/c2cc([N+](=O)[O-])ccc2O)n1	0.57	-0.08	.
CCNC(=S)NNC(=O)C1CCCCC1	1.4	1.95	.
Cc1csc(N/N=C/c2ccccn2)n1	.	.	50.0
CCNC(=O)CC1C(=O)N(c2ccccc2)C(=O)N1CCc1ccc(OC)cc1 (stereo not drawn)	-0.41	-0.78	-81.8
O=C(NCCCN1CCN(c2ccc(F)cc2)CC1)c1cccc(N2CCCC2=O)c1	-0.23	-0.74	.
Cc1nc(NC(=O)C2CC2)sc1C(=O)N(C)C	0.03	-1	?
CC1=C/C(=N\OS(=O)(=O)c2ccccc2)C(C(C)C)=CC1=O	-2.17	-0.86	-316.7
CC(NC(=O)CN1C(=O)NC(Cc2ccccc2)(Cc2ccccc2)C1=O)C12CC3CC(CC(C3)C1)C2 (stereo not drawn)	-1.26	-0.67	-39.1
Cc1cc(C(=O)CSc2nnc(N)s2)c(C)n1Cc1ccco1	.	.	14.3
FC(F)(F)c1cccc(Sc2nc(-c3ccccc3)nnc2C(F)(F)F)c1	-1.17	0.78	43.3
CC(=O)c1sc(NC(=O)COc2ccc(Br)cc2)nc1C	.	.	6.7
Cc1cc(NC(=O)CN2C(=O)NC3(CCCCC3C)C2=O)no1 (stereo not drawn)	0.15	-0.13	21.6
COc1ccccc1OCCCCNCCO	0.47	0.18	22.2
Cc1ccc(C(=O)Nc2ccccc2C(=O)NC(C(=O)O)C(C)C)cc1 (stereo not drawn)	-0.13	-0.48	16.3
Cc1cccc(CN2CCN(C(=O)CCl)CC2)c1	0.93	-0.01	.
Cn1c(C(O)c2ccc(Cl)cc2)nc(Cl)c1Cl (stereo not drawn)	0.03	0.19	.
CCOC(=O)c1[nH]c(C)c(C(=O)NCCC2=CCCCC2)c1C	0.1	0.73	44.2
C/C(N)=C(/C#N)C(=O)COC(=O)CCS(=O)(=O)c1ccccc1	1.23	0.94	-47.8
COC(=O)c1cc(C(=O)NC(C)(C)CC(C)(C)C)cc([N+](=O)[O-])c1	.	.	-20.0
C=CCn1c(SCc2cccnc2)nnc1-c1ccncc1	1.14	0.82	.
O=C(CSc1ncccn1)Nn1cnnc1	-0.5	-0.92	22.8
O=C1OC(N2CCN(C(=O)c3ccco3)CC2)c2ccccc21 (stereo not drawn)	0.2	0.48	36.4
CC1Cn2c(CCc3ccccc3)nnc2S1 (stereo not drawn)	1.25	0.94	-61.1
CN(C)c1ccc(C(=S)Nc2ccccc2)cc1	-0.5	-0.86	13.3
O=C(NCCNC(=O)c1ccco1)c1cccc(F)c1	0.53	-0.02	.
CCN(CC)S(=O)(=O)c1cccc(C(=O)N[C@H](C(=O)NCc2ccccc2F)C(C)C)c1	0.67	0.96	2.7
COC(=O)COc1ccc2c(-c3cccc([N+](=O)[O-])c3)cc(=O)oc2c1	-0.36[6.4 µM]	-0.03	.
C1=C(CCNc2nnnn2-c2ccccc2)CCCC1	-0.83	-0.79	57.1
CN(CCn1ccnc1)C(=O)CC1C(=O)NCCN1Cc1ccccc1C(F)(F)F (stereo not drawn)	.	.	-25.0
CCOC(=O)c1[nH]c(C)c(C(=O)Nc2cccc(Cl)c2C)c1C	-0.14	-0.6	.
O=C(CSc1ncccc1-c1nc2ccccc2[nH]1)N1CCCCC1	0.75	0.97	11.4
CCOc1ccc(N(CC(=O)Nc2cccc(N(C)S(C)(=O)=O)c2)S(=O)(=O)c2ccccc2)cc1	0.29	0.66	-8.3
CCOC(=O)C1CCCN(CCC(=O)Nc2ccc3c(c2)CCC3)C1 (stereo not drawn)	-1.12	-1.89	.
Cc1ccc2c(N)c(C)ccc2c1	-0.49	-0.85	-6.2
Cc1cc(NC(=O)CSc2nnc(NC(=O)C3CC(=O)N(c4ccccc4C)C3)s2)no1 (stereo not drawn)	-1.19	-0.53	-42.9
CCn1c(C)c(P(c2ccccc2)c2ccccc2)[n+]2ccccc12	.	.	36.4
CC1CC1C(=O)OCC(=O)Nc1ccc2[nH]c(=O)[nH]c2c1 (stereo not drawn)	.	.	17.6
O=C1CC(SCc2nc3ccccc3[nH]2)C(=O)N1c1ccc(F)c(Cl)c1 (stereo not drawn)	-0.64	-0.32	-13.9
O=C(O)CSCC(=O)Nc1cccc(C(F)(F)F)c1	1.67	0.87	57.1
NC(=O)c1ccsc1NC(=O)c1ccc2c(c1)CCCC2	-1.47	-0.84	-51.2
Cc1ccc(-n2c(SCC3CNC(=O)O3)nnc2-c2ccccc2)cc1C (stereo not drawn)	0.14	0.1	28.6
CC(C)OC(=O)CSc1nnc(Cc2ccccc2)n1Cc1ccco1	0.08	0.12	-40.5
O=c1c2c(nc3cc(-c4ccccc4)[nH]n13)CCC2	0.71	0.97	.
CCOC(=O)C1(Cc2ccccc2)CCCN(C2CCCC2)C1 (stereo not drawn)	.	.	-100.0
COC(=O)c1ccccc1NC(=O)CSc1nnc(-c2cccnc2)n1C	0.52	0.51	-22.6
CCOc1ccc(N(Cc2cc3cc(OC)ccc3[nH]c2=O)S(C)(=O)=O)cc1	1.01	0.48	16.7
CNC(=O)CSc1nc(SC)ns1	.	.	22.2
O=C(Nc1nnc(SCC(=O)N2CCOCC2)s1)c1ccccc1	-0.89	-1.07	44.0
CCOC(=O)c1c(C)n(C)c2ccc(OC)c(NC(=O)CN3CCN(C(=O)c4ccco4)CC3)c12	0.28	0.53	31.2
CCOC(=O)CN1Cc2cccc(C(=O)O)c2C1=O	0.7	-0.05	.
CCN(CC)CCCNC(=S)Nc1ccc(Br)cc1	.	.	35.7
O=C(COc1ccc(-c2ccccc2)cc1)N/N=C/c1ccccc1Br	-0.88	0.34	-10.0
Cc1ccc(C)c(S(=O)(=O)NCc2ccc(C(=O)N3CCC(Cc4ccccc4)CC3)cc2)c1	-1.63	-1.36	26.5
Cc1nc(-c2ccc(NC(=O)c3ccccc3)cc2)cs1	.	.	-14.3
O=c1[nH]c(CSc2nnc3ccccn23)nc2ccccc12	0.53	2.31	38.5
COc1cc2c(cc1NC(=S)NC(=O)/C=C/c1ccco1)oc1ccccc12	0.46	1.15	12.0

The list continues:
SMILES	sdo1 growth	sdo1 growth Rescue 24 h	Insulin prom inh
Cc1cccc(NC(=O)CCC(=O)OCc2ccc(Br)cc2)c1	-0.37	-0.23	-66.7
CCN(CC(=O)NC)S(=O)(=O)c1ccc(C)cc1	-0.24	-0.18	-81.2
CS(=O)(=O)N(CC(=O)NC1CCCC1)c1cccc(F)c1	0.74	0.26	6.5
O=C(NCC1CCCO1)c1sc2cc(Cl)ccc2c1Cl (stereo not drawn)	0.53	0.37	.
CCOC(=O)c1ccc(NC(=O)C2C3CCC(C3)C2C(=O)O)cc1 (stereo not drawn)	0.39	0	22.7
O=C(C1CCCCC1)N1CCCn2c1nc1ccccc12	-0.12	-0.47	-40.0
O=C1CCC([N+](=O)[O-])C(c2cccc(Cl)c2Cl)N1 (stereo not drawn)	0.43	0.21	0.0
Cc1cc(NS(=O)(=O)c2ccc(NC(=O)c3ccco3)cc2)no1	-0.54	-1.55	.
N#Cc1nc(Cc2ccccc2)oc1NCCCn1ccnc1	0.63	0.22	-14.3
CC1Cc2ccccc2N1C(=O)CSc1nnnn1-c1ccc2c(c1)OCCO2 (stereo not drawn)	-1.09	-1.12	9.1
CNS(=O)(=O)c1ccc2nc(NC(=O)c3ccc(N4C(=O)CCC4=O)cc3)sc2c1	.	.	7.1
CC1(C)Cc2ccccc2-c2c1c(=O)n(-c1ccccc1)c1nnnn21	.	.	-24.0
Cc1ccc(/C=C/C(=O)NCCCN2CCN(CCCNC(=O)/C=C/c3ccc(C)cc3)CC2)cc1	0.16	-0.04	-19.4
C[n+]1cccc(CNC(=O)/C=N/O)c1	0.69	0.67	.
CCn1cc(C(=O)N2CCN(c3ccccc3OC)CC2)c2cc(OC)c(OC)cc2c1=O	.	.	45.5
Cc1ccc(/C=N/NC(=O)CNC(=O)c2ccc(S(=O)(=O)N3CCCC3)cc2)o1	.	.	33.3
COc1cccc(OC)c1C(=O)NN1CCCCC1	0.73	-0.11	17.9
O=C(O)CCC(=O)N1CCc2cc(S(=O)(=O)N(CCc3ccccc3)Cc3ccccc3)ccc21	0.53	0.3	19.2
O=C1CN(C(=O)c2cc([N+](=O)[O-])ccc2Cl)C(c2ccc(F)cc2)c2cc(F)ccc2N1 (stereo not drawn)	-0.58	-0.83	-76.0
CCc1nc(N2CCCCC2)c2oc3ccccc3c2n1	-2.17	-1.4	58.1
Clc1ccc(OCc2nc(-c3ccccn3)n[nH]2)cc1	-1.75	-0.28	.
COc1ccc(CCn2nnnc2C(c2ccccc2)N2CCN(C)CC2)cc1OC (stereo not drawn)	-0.16	-0.3	57.1
CCCCOc1ccc(C2(C(=O)O)CCCC2)cc1	-0.75	-1.46	35.7
Cc1n[nH]c(C)c1C(=O)CC1(O)C(=O)N(CCc2ccccc2)c2ccc(Cl)cc21 (stereo not drawn)	1.09	1.01	2.7
Cc1cc([N+](=O)[O-])cnc1N1CCOCC1	0.44	-0.42	35.7
COc1cc2c(cc1OC)C1=NC(=O)CN1C(SCc1ccccc1)=N2	-0.81	-0.91	.
COc1cc2c(cc1OC)C(C(=O)Nc1ccccc1N1CCN(C)CC1)C1c3ccccc3CCN1C2=O (stereo not drawn)	.	.	-355.0
COc1ccc(S(=O)(=O)N2CC(O)CC2C(=O)OCC(=O)Nc2ccc(Cl)cn2)cc1 (stereo not drawn)	0.65	0.5	42.9
C#CCSc1nc(-c2cccs2)ccc1C#N	-1.45	0.47	-12.0
Cc1ccc(CSc2nc3sc(C)c(C)c3c(=O)n2Cc2ccco2)cc1	-1.24	-1.63	-12.9
CC(=O)Nc1cccc(N2C(=O)CC(Cc3ccccc3)C2=O)c1 (stereo not drawn)	-0.05	-0.79	.
CCCCC(=O)NC(=S)Nc1ccccc1C(=O)Nc1ccccc1	-0.39	0.14	-84.6
CN1CC(=O)N(CCOc2ccccc2)C1=O	-0.11	-0.18	3.7
CC1(C)CC(Cc2nc(=S)[nH][nH]2)C(=O)O1 (stereo not drawn)	.	.	25.0
O=C(O)C1C2C=CC(C2)C1C(=O)Nc1ccc(C(=O)N2CCCCC2)cc1 (stereo not drawn)	1.39	0.62	12.5
Cc1ccc2nc(-c3ccc(SCC(=O)Nc4nnc(C)s4)nc3)[nH]c2c1	-0.03	0.79	.
Cc1ccc2c(c1)CCCN2C(=O)c1c(C)noc1C	0	-0.58	23.1
Cc1ccccc1C(=O)NC(NCc1ccco1)C(Cl)(Cl)Cl (stereo not drawn)	-0.53	-0.75	.
O=c1cc(CN2CCN(S(=O)(=O)c3ccc4c(c3)OCCO4)CC2)c2ccc(O)cc2o1	0.1	-0.71	-10.8
c1ccc2c(c1)oc1c(NCCN3CCOCC3)ncnc12	-1.06	-0.8	-24.2
Cc1ccc2cc(CN(CCCN(C)C)C(=O)NCc3ccccc3)c(=O)[nH]c2c1C	0.22	-0.02	-80.0
CCCCn1c(=O)n(Cc2cccc(F)c2)c(=O)c2c1ncn2Cc1ccco1	-1.84	-0.62	.
CN(C)c1ccc(/C=C/C(=O)c2ccc(C(C)(C)C)cc2)cc1[N+](=O)[O-]	-0.29	-0.09	40.0
CC1=C(C#N)C(NC(=O)c2cccc(Cl)c2)(C(F)(F)F)C(=O)N1 (stereo not drawn)	1.69	2.3	11.4
CCCCn1c(SCC(=O)N2CCCCC2)nc2cc(S(N)(=O)=O)ccc21	0.29	-0.04	.
O=C(c1cccs1)N1CCN(S(=O)(=O)Cc2ccccc2)CC1	-0.52	-1.32	.
COc1ccc(NC(=O)C(C)N(c2ccc(C)cc2)S(C)(=O)=O)cc1 (stereo not drawn)	0.14	-0.79	.
C=CCOc1c(CNc2ncn[nH]2)cccc1OCC	-0.2	-1.05	-343.8

High-throughput results as filed in PubChem.
